mIAP act: increases mouse intestinal alkaline phosphatase activity. muIAP, CDP-Star luminescence, 30 min; stronger effect = higher value; 1 = vehicle-only enzyme signal, 0 = enzyme-free wells. activation factor at 10 µM. actives 0.24% (n = 330,000);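 active = activation factor of at least 2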; also: the source names both 10 and 20 µM as test concentration; values of inactives mirror those of a sister screen read the other way
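Assay system: mouse IAP enzyme; Reagent: CDP-Star chemiluminescent phosphatase substrate; Compound: DMSO-dissolved test compounds; Incubation: 30 min, room temperature; Technique: luminescence from enzymatic CDP-Star hydrolysis; Controls: DMSO-only wells and no-enzyme negative control.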
APOBEC3A inh: inhibitors of human APOBEC3A DNA deaminase. P31941. recombinant A3A, FAM/TAMRA ssDNA deamination fluorescence. inhibition, % at 20 µM. actives 0.41% (n = 330,000);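 active = at least 40% inhibition at 20 µM here, with at most 30% in a related deaminase screen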;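 also: plate controls were A3A with DMSO for no effect and wells lacking A3A enzyme for full effect; some results filed as inactive read as strong as hits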
hIAP block: human IAP inhibition. P09923. purified IAP, CDP-Star luminescence, 30 min. inhibition, % at 10 µM. actives 0.12% (n = 330,000);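 active = inhibition reaching a set limit with compound at 10 µM in the primary screen, cut at about 35% in these data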;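 also: plate controls were DMSO wells with enzyme for no effect and no-enzyme buffer wells for full effect; values of inactives mirror those of a sister screen read the other way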
Target sequence (P09923 whole entry, looked up): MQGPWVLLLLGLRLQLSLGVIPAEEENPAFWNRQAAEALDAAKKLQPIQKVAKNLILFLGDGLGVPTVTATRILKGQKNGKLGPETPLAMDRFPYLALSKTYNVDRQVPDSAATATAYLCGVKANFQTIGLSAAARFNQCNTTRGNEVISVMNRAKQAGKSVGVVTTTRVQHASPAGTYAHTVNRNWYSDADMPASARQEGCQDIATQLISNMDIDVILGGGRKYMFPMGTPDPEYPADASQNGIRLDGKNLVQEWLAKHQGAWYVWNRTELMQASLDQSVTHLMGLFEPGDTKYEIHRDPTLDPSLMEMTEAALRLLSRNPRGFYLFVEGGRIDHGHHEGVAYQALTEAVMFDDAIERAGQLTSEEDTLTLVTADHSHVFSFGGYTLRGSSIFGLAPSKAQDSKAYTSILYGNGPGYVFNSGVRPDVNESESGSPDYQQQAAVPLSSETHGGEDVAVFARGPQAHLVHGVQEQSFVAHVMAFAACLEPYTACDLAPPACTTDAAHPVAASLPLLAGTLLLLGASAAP
hIAP activ: increases human intestinal alkaline phosphatase activity | P09923 | purified human IAP, CDP-Star luminescence, 30 min; stronger effect = higher value; 1 = vehicle-only enzyme, 0 = enzyme-free background | activation factor at 10 µM | actives 0.16% (n = 330,000) | AID 2524;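 active = activation factor of the enzyme at least 2-fold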; also: the source names both 10 and 20 µM as test concentration; values of inactives mirror those of a sister screen read the other way
MIN6 prolif: induces beta-cell replication in MIN6 cells | MIN6 cells proliferation, ATPlite luminescence, 48 h; cells starved in 0.2% serum; 100% = growth in 10% serum | proliferation, % at 10 µM | AID 2380 | actives 0.29% (n = 330,000);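 active = compounds whose signal lies at least 3.5 SD above the mean of all wells on their plate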;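 also: 0% = DMSO-treated cells in low-serum medium and 100% = 10% serum control; some compounds called inactive have numbers as strong as hits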
NR3A LBD binder: modulates the human NR3A ligand-binding domain; Tm shift relative to glycine control, % at 25 µM; actives 2.5% (n = 340,000); NR3A LBD differential scanning fluorimetry, Tm shift; 0% = protein alone, 100% = glycine-bound protein; AID 1259313;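 active = melting temperature shift of at least 10% of the positive control shift, at one fixed dose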
A3G deaminase: blocks human APOBEC3G single-stranded DNA deamination; Q9HC16; recombinant A3G, ssDNA deamination FAM/TAMRA fluorescence; inhibition, % at 20 µM; actives 0.28% (n = 330,000); AID 493012;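 active = inhibition of at least 40% at 20 µM, with no more than 30% in the related APOBEC3A deaminase screen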;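 also: plate controls were DMSO wells with A3G for no effect and wells lacking A3G enzyme for full effect; some compounds called inactive have numbers as strong as hits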
Target sequence (Q9HC16 whole entry, looked up): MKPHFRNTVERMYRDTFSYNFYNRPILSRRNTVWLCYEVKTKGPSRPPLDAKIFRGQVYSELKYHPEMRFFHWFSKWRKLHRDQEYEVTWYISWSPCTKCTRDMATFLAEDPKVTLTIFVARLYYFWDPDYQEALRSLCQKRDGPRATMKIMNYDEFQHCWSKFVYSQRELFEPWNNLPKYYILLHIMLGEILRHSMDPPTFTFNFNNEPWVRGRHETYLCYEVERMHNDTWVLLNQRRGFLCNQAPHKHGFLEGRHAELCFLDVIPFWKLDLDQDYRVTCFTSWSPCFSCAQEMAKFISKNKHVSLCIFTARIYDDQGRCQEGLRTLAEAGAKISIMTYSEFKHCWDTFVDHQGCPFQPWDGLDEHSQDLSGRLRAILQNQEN
MPTP block: permeability transition pore inhibition; inhibition, % at 10 µM; AID 602449; isolated mouse mitochondria, Ca2+ swelling absorbance, 30 min; actives 1.4% (n = 360,000);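 active = inhibition of 50% or more, scaled per plate between neutral and stimulator controls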;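 also: 0% = DMSO wells given calcium and 100% = 1 mM EGTA wells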
mIAP block: blocks mouse intestinal alkaline phosphatase; purified mouse IAP, CDP-Star luminescence, 30 min; inhibition, % at 10 µM; actives 0.2% (n = 330,000);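 active = inhibition of at least 40% at 10 µM in the primary screen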;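 also: plate controls were DMSO with enzyme for no effect and no enzyme wells for full effect; values of inactives mirror those of a sister screen read the other way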
* hit, by the source's call; . = no result given.

SMILES	mIAP act	APOBEC3A inh	hIAP block	hIAP activ	MIN6 prolif	NR3A LBD binder	A3G deaminase	MPTP block	mIAP block
Cn1nc(C(=O)Nc2ccccc2N2CCCC2)c2ccccc2c1=O	0.992	4.6	19.7	0.803	-2.2	1.5	0.9	-0.1	0.8
O=C(Nc1nnc(S(=O)(=O)N2CCCCC2)s1)c1cccc(Br)c1	0.827	-2.3	-18.9	1.19	-6.5	7.8	-5.0	19.6	17.3
S=C1NCCc2ccc(Cl)cc2C1c1ccccc1 (stereo not given)	1	-7.5	-12.7	1.13	-3.0	-12.9	-7.2	-1.4	0.0
Cc1coc2c(C)c3oc(=O)c(CCC(=O)NCCCN4CCCC4=O)c(C)c3cc12	1.01	-2.7	11.5	0.885	-3.0	-1.8	-10.8	1.3	-0.7
CC(Nc1nc(-c2ccccc2O)nc2ccccc12)c1ccccc1 (stereo not given)	0.987	11.0	11.8	0.882	-5.7	22.0*	-8.5	19.7	1.3
CCN(CC)C(=O)CSC1=C(C#N)C(c2cccs2)C=C(C)N1 (stereo not given)	0.998	-3.3	-2.8	1.03	-3.0	-5.5	-1.6	1.5	0.2
O=C(COc1ccccc1)NCCn1ccc2ccccc21	1.03	0.6	19.9	0.801	0.1	-3.3	0.1	-0.4	-2.8
Cc1ccc(C(=O)Nc2cccc(N3C(=O)C4CCC(C)CC4C3=O)c2)cc1 (stereo not given)	1.05	0.0	-19.4	1.19	-3.5	3.8	-7.3	-1.2	-5.1
O=C(N/N=C\c1ccc(S(=O)(=O)O)o1)c1ccc2c(c1)OCO2	1.02	-1.1	-26.9	1.27	-2.1	3.5	-1.0	-0.4	-2.4
COc1ccc(CCNC(=O)C2CCN(Cc3nc(-c4ccccc4F)oc3C)CC2)cc1OC	1.12	-1.5	-16.7	1.17	-2.7	-1.2	11.2	17.7	-11.6
O=C(NC1CCCCC1)c1ccc(S(=O)(=O)c2ccccc2Cl)c([N+](=O)[O-])c1	0.894	3.7	2.2	0.978	-4.5	.	-3.2	.	10.6
O=C(Nc1cccc(F)c1)c1cc(S(=O)(=O)N2CCOCC2)ccc1N1CCCC1	1.26	-2.4	-14.3	1.14	-3.9	1.8	-5.2	0.1	-26.5
O=C(NCc1cccs1)C1CCN(S(=O)(=O)N2CCCC2)CC1	0.884	1.0	-5.1	1.05	-1.9	-0.8	-2.2	0.9	11.6
COc1ccc(C2C(Oc3ccccc3)C(=O)N2c2cc(C)ccc2C)cc1OC (stereo not given)	0.99	-2.3	-13.7	1.14	-4.9	-0.9	-5.1	0.6	1.0
CCN1CCN(CC(O)COC(c2ccccc2)c2ccccc2C)CC1 (stereo not given)	0.992	-3.3	-4.3	1.04	-3.7	3.5	-10.9	0.5	0.8
Cc1cc(Cl)ccc1OCCCC(=O)N1CCOCC1	1.04	-1.5	-8.8	1.09	-0.7	2.2	1.2	0.2	-4.1
CC(=O)Nc1ccc(/C=N/NS(=O)(=O)c2cc(C)ccc2C)cc1	1.07	-4.3	-4.0	1.04	-2.9	-1.6	2.7	0.1	-7.2
CSc1cccc(NC(=S)N(CCCN2CCCC(C)C2)Cc2cccs2)c1 (stereo not given)	0.996	4.2	-3.7	1.04	-5.0	1.5	-0.2	3.0	0.4
COc1ccc(N(CC(=O)NCc2cccnc2)S(=O)(=O)c2ccccc2[N+](=O)[O-])c(OC)c1	1.04	-3.6	-8.8	1.09	-1.0	-0.6	-4.8	0.1	-4.2
Cc1ccc(S(=O)(=O)CCC(=O)OCC(=O)c2cc(C)ccc2C)cc1	0.974	0.6	-6.3	1.06	-3.4	2.4	-8.6	-0.9	2.6
CNNC(=S)Nc1cccc(SC)c1	0.984	-2.6	-3.7	1.04	-1.2	-6.5	-7.4	1.6	1.6
COc1ccccc1CCC(=O)Nc1cccc(S(=O)(=O)N2CCCC2)c1	1.11	0.6	-19.3	1.19	-1.3	0.9	-6.5	-0.7	-11.1
CC(=O)c1ccc(N(CC(=O)Nc2cc(C)on2)S(=O)(=O)c2ccc(C)cc2)cc1	1.13	9.7	-23.9	1.24	-2.6	0.4	3.3	0.8	-13.3
CN(C(=O)COC(=O)CCCc1c[nH]c2ccccc12)c1c(N)n(Cc2ccccc2)c(=O)[nH]c1=O	1.03	-2.9	-0.7	1.01	6.4	1.2	-7.2	-1.2	-2.8
COc1cccc(C2C(C(C)=O)=C(O)C(=O)N2Cc2ccco2)c1 (stereo not given)	1	-3.2	-74.6	1.75	1.2	0.9	-4.9	1.7	-0.2
COc1ccc(OC)c(NC(=O)CSc2nc3[nH]c(=O)cc(O)c3s2)c1	0.731	1.7	6.3	0.937	-5.1	-0.8	1.0	-3.0	26.9
CCOC(=O)NC(=O)CSc1nnnn1-c1ccccc1	0.962	-3.0	20.2	0.798	0.5	-1.3	-3.3	-0.6	3.8
C=CCNC(=O)c1snnc1-c1ccccc1	1.05	-1.8	13.1	0.869	-1.2	-0.8	-2.5	-0.3	-5.5
c1ccc(-c2cnc(CSc3nnc4ccccn34)o2)cc1	0.931	1.9	-1.9	1.02	-0.5	1.4	1.1	0.6	6.9
Cc1c(C(=O)Nc2ccc(Cl)cn2)oc2ccccc12	1.04	-5.0	0.1	0.999	-2.1	-5.6	-9.2	-2.5	-4.5
CC1(C)N=C(SCC(=O)Nc2ccc(Cl)cc2Cl)C(c2ccccc2)=N1	0.939	0.7	9.6	0.904	0.3	1.4	1.1	0.0	6.1
CCn1cc(CNC(=O)CCc2nnc(CCC3CCCCC3)o2)cn1	0.945	-3.4	-15.0	1.15	-3.6	1.9	-5.0	-0.5	5.5
COc1ccc(Cl)cc1C(=O)NC1=NCCS1	0.999	-5.8	-13.9	1.14	-2.0	2.2	-1.0	-0.5	0.1
Cc1nn(-c2ccc(N3CCOCC3)nn2)c(C)c1CCC(=O)NCc1ccccc1	0.992	-5.3	-36.1	1.36	3.6	4.6	-8.6	-1.0	0.8
CN(C)C(=S)c1ccc(N(C)C)cc1	0.845	-0.1	6.7	0.933	-0.7	-1.0	15.1	1.5	15.5
O=C(Nc1ccc2ccccc2c1)Nc1ccc2snnc2c1	1.09	0.8	12.8	0.872	-3.6	156.7*	0.3	99.8*	-8.7
Cc1cc(Cl)c2oc(C(=O)NC3CCC(O)CC3)c(C)c2c1 (stereo not given)	1.01	-2.4	-37.5	1.38	-3.1	0.2	1.7	-1.2	-0.7
Cc1ccc(C)c(N(C(=O)c2csnn2)C(C(=O)NC2CCCCC2)c2cccnc2)c1 (stereo not given)	0.965	-0.7	-0.4	1	0.0	-0.1	-2.1	-1.3	3.5
CCN1CCN(C(=S)NCC2CCCO2)CC1 (stereo not given)	1.02	-1.3	-3.7	1.04	-1.4	2.9	-5.1	-1.2	-2.2
COc1ccc(CNC(=O)C2CCC(CNc3c(N4CCC(C)CC4)c(=O)c3=O)CC2)cc1 (stereo not given)	1.02	-1.1	1.4	0.986	-1.0	-0.4	-6.1	0.8	-1.8
O=C(NC1CCCC1)c1cccc(S(=O)(=O)N2CCCCC2)c1	0.872	-1.7	8.9	0.911	-1.8	-0.3	-6.3	1.9	12.8
Cc1ccc(S(=O)(=O)NC2c3cccc4cccc(c34)C2Sc2ncccn2)cc1 (stereo not given)	1.16	-1.8	-7.8	1.08	-1.3	-4.4	-3.7	1.3	-15.9
Nn1c(SCc2ccccn2)nncc1=O	1.16	-2.2	-3.7	1.04	1.4	-0.5	-1.1	0.0	-15.9
Cc1[nH]c(SCC(=O)c2c(N)n(C)c(=O)n(C)c2=O)nc1Cc1ccccc1	0.882	2.5	-21.7	1.22	0.8	-3.5	1.1	-2.4	11.8
NC(=O)C1CCN(C(=O)Cc2ccc([N+](=O)[O-])cc2)CC1	0.961	-0.8	7.4	0.926	-0.5	-1.6	-2.6	-1.2	3.9
Cc1ccc(-c2nc(C(=O)NC3CCCCCC3)no2)cc1	0.913	0.4	4.0	0.96	5.3	-2.2	2.6	-1.0	8.7
O=C(CCc1nc(-c2ccccc2Cl)no1)NCc1ccco1	0.882	2.2	-5.9	1.06	-0.4	-2.2	-14.4	-1.4	11.8
O=C(c1cn2ccccc2n1)N1CCCC(Nc2ccc(F)c(F)c2)C1 (stereo not given)	0.954	-1.9	-11.9	1.12	-1.6	-1.2	-4.1	-2.0	4.6
COC1CCCN(C(=O)c2cccc(OC3CCN(S(C)(=O)=O)CC3)c2)C1 (stereo not given)	0.984	-2.5	28.6	0.714	-2.7	-0.2	-3.0	-0.7	1.6
Cc1cc(C)c2nc(-c3ccccn3)cc(C(=O)N3CCCC3)c2c1	0.813	0.3	-6.6	1.07	-1.6	0.4	-6.8	-0.2	18.7
Cc1cc(C(=O)N/N=C/c2cccc3ccccc23)c(C)o1	0.954	-0.7	5.3	0.947	-2.2	-9.9	-1.0	-2.4	4.6
Cc1cc(C)c(NC(=S)N(CCN2CCCCC2)Cc2ccco2)c(C)c1	1.02	-2.2	-15.4	1.15	1.1	-0.6	-19.0	0.6	-1.8
N#Cc1c(-c2ccc(Cl)cc2)ccnc1N1CCOCC1	1.04	-0.5	10.3	0.897	3.5	5.2	-9.1	-1.4	-3.8
Cc1cc(C)nc(SCC(=O)Nc2cccc(S(=O)(=O)N(C)C)c2)n1	1.03	4.6	13.4	0.866	-1.3	0.6	-1.0	0.0	-3.3
Cc1snc(SCc2ccc(F)cc2)c1C#N	0.998	-5.4	-15.3	1.15	-6.0	-0.2	-8.3	-0.2	0.2
O=C(CSc1ncnc2c1oc1ccccc12)Nc1ccccc1F	0.972	-0.8	11.2	0.888	1.0	-1.2	-4.1	0.5	2.8
COc1ccc(C2C(C(=O)c3ccccc3)=C(C)Nc3nc4ccccc4n32)cc1OC (stereo not given)	0.871	0.1	1.7	0.983	-1.6	1.1	-4.1	0.6	12.9
Cc1cc(Br)ccc1S(=O)(=O)n1ccnc1C	0.934	3.3	-0.6	1.01	-1.9	0.1	-4.8	0.5	6.6
C[C@@H](OC(=O)c1[nH]cnc1C(=O)N1CCc2ccccc2C1)c1ccccc1	0.995	-0.7	-17.5	1.18	3.2	2.7	-7.6	-0.9	0.5
COCCNc1ccc(S(=O)(=O)N2CCCC2)cn1	0.907	-1.2	8.3	0.917	0.3	-3.5	-4.2	-2.8	9.3
(list continues)
SMILES	mIAP act	APOBEC3A inh	hIAP block	hIAP activ	MIN6 prolif	NR3A LBD binder	A3G deaminase	MPTP block	mIAP block
C#CCOCCOCCOCCNc1nc(N2CCN(C(=O)[C@H]([C@@H](C)CC)n3cc(CCCCN)nn3)CC2)nc(N2CCN(C(=O)[C@H](CCCCN)n3cc(CCCC)nn3)CC2)n1	1.03	-0.7	3.3	0.967	-2.9	1.8	1.2	-2.2	-3.0
COc1ccc(NS(=O)(=O)c2cc(NC(=O)c3cnc(C)cn3)ccc2N2CCCC2)cc1	0.806	-0.3	-6.8	1.07	-1.2	-2.1	-1.2	0.7	19.4
Cc1ccc(C(=O)CCS(=O)(=O)c2ccc(F)cc2)cc1	1.07	2.0	9.4	0.906	-6.8	3.1	9.0	-0.1	-7.2
Cc1ccc(C)c(C(=O)COC(=O)CN2C(=O)C3C4C=CC(C4)C3C2=O)c1 (stereo not given)	1	-1.4	-5.0	1.05	-5.2	-0.2	-0.2	-1.4	-0.4

High-throughput results: PubChem, Sanford-Burnham Center for Chemical Genomics

No enrichment for hits, and some 5% of all compounds hit somewhere here.
